# WT yeast gro inh = growth inhibition of WT strain, primary screen, mitochondrial fusion inhibitor project, WT and mutant strains, chemical genetic | mitochondrial fusion phenotypic screen | AID 1362, 2008 | inhibition, % at 10 µM | hit rate 2.1% among 190,000; in the data active = inhibition above about 58%; tested in S. cerevisiae
# Autophagy mod = autophagy modulators in MEF cells, primary screen, imaging, high-content, MEF GFP-LC3 | MEF GFP-LC3 puncta imaging; test concentration mostly 10 µM | calls only at 10 µM (by protocol) | hit rate 0.98% among 190,000;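 active = percentage of spot-positive cells more than 3 SD above its plate mean, without a fluorescence outlier flag or 80% toxicity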;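 note: spot-positive cell cutoff set from DMSO-treated cells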
# P. falciparum M1AAP = P. falciparum M1AAP inhibitors, biochemical, fluorogenic H-Leu-NHMec substrate, 1536-well (AID 1445) | inhibition, % at 30 µM; hits with a dose series show IC50 in µM | hit rate 0.42% among 220,000 | recombinant M1AAP, H-Leu-NHMec fluorogenic kinetic assay; higher % means a stronger effect | Aminopeptidase N (Plasmodium falciparum (isolate 3D7));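 active = primary inhibition above the hit cutoff, then over 50% inhibition at one or more dose response concentrations, cut at about 23% in these data, passing the limit was not always enough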;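 note: plate controls were DMSO full reaction for no effect and no enzyme background for full effect; strong numbers were not always called active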
# Yfh1-depleted yeast = enhancers of respiration in Yfh1-depleted yeast, dose response, Friedreich's ataxia, plus single-dose screen (AID 1465). one-dose fold induction at 50 µM; EC50 in µM for titrated hits. S. cerevisiae Yfh1-off respiration, WST-1 reduction, 72 h; higher fold induction means a stronger effect. hit rate 0.074% among 220,000;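 active = fold induction of absorbance versus untreated yeast above a set limit, then at least 30% activation at any dose in follow-up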;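 note: activators that raise dye reduction in frataxin-depleted yeast; strong numbers were not always called active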
# M17LAP inhibition = P. falciparum M17LAP inhibitors, primary screen, biochemical, fluorogenic H-Leu-NHMec substrate, 1536-well (AID 1619) | one-dose inhibition, % at 30 µM; IC50 in µM for titrated hits | recombinant M17LAP, H-Leu-NHMec fluorogenic kinetic assay; higher % means a stronger effect | Leucine aminopeptidase (Plasmodium falciparum (isolate 3D7)) | hit rate 0.38% among 220,000;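 active = compound inhibiting the enzyme by more than half at any dose during confirmatory dose-response retesting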;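 note: plate controls were full reaction with DMSO carrier for no effect and no enzyme background for full effect; strong numbers were not always called active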
# b-catenin transl = modulators of beta-catenin nuclear translocation, primary screen, imaging, HeLa cells, immunofluorescence, high-content; nuclear translocation activity, % at 5 µM; hit rate 0.3% among 190,000; AID 1665, 2009;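 active = nuclear translocation activity above 50% at 5 µM, with a well cell count of 50 or more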;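 note: per-cell ratio of nuclear to cytoplasmic median beta-catenin stain intensity; plate controls were DMSO negative control for no effect and GSK-3 inhibitor IX positive control for full effect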
#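 Test system: HeLa cells, endogenous beta-catenin; Compound: single 5 µM dose plus 0.02–20 µM confirmation series; Times: compound exposure 24 h at 37°C; Signal: fluorescence imaging of beta-catenin antibody stain plus DAPI; Read-out: % activation, nuclear-to-cytoplasmic median beta-catenin signal ratio per cell.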
# Dynein cargo inh = inhibitors of GR-EGFP nuclear translocation, primary screen, dynein cargo transport inhibitor project, imaging, high-content, 3617.4 mouse cells | test concentration mostly 20 µM; stimulated with dexamethasone, 1 µM; hits give low values | z-score, hits read low | hit rate 0.47% among 220,000 | AID 1381, 2008;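 active = plate z-score of nuclear minus cytoplasmic receptor signal below a set negative limit, without overly bright fluorescence or cell loss, cut at about -3.5 in these data, passing the limit was not always enough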;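 note: z-score of nuclear minus cytoplasmic ring GR-EGFP intensity difference per well; some compounds called inactive have numbers as strong as hits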
#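 Buffer or medium: tet-free, stripped-serum medium; Also added: dexamethasone, 1.0 µM final; Technique: high-content fluorescence imaging after fixation; Times: 48 h induction, 1 h compound, 30 min dex at 37 °C; Read-out: per-cell GR-EGFP intensity, nucleus versus surrounding cytoplasmic ring, well-averaged.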
# T cell modulator = modulators of CD8 T cell-vesicle binding, primary screen, mouse 2C CD8+ T cells, flow cytometry; 2C CD8+ T cell-vesicle binding; hits give low values; calls only at 7 µM; hit rate 0.068% among 330,000;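 active = response, share of CD8 T cells binding vesicles, and their 90th percentile fluorescence all below set limits, cut at about 80% in these data, passing the limit was not always enough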
#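 Benchmarks: naked versus QL9-loaded vesicles / Assay system: purified 2C TCR transgenic mouse naive CD8+ T cells / Technique: high-throughput flow cytometry with anti-B7-1 and anti-CD8 staining / Timing: Cell–vesicle co-incubation 1.5 h at 37 °C, staining 20 min on ice / Read-out: percent CD8+ FL2 mean versus row control / Probe or stimulus: QL9-loaded Drosophila micro-vesicles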
# MT stabilizer = microtubule stabilizers in HeLa cells, primary screen, imaging, high-content imaging; HeLa tubulin immunostaining HCS, 24 h; share of cells brighter than vehicle mean+2SD; % tubulin-high responders, % at 10 µM; hit rate 0.83% among 200,000; AID 2205, 2009;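 active = plate Z-score above 3 for both tubulin-high and condensed-nucleus cell shares, with cell loss under 80%, at 10 µM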;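 note: anti alpha tubulin signal scored within the nucleus-defined area of each cell; some results filed as inactive read as strong as hits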
# WT yeast gro inh mutant strain = also measured in WT yeast gro inh; calls as there; inhibition, %; mitochondrial fusion phenotypic screen, mutant strain inhibition
# Dynein cargo inh cytoplasmic EGFP = recorded beside Dynein cargo inh, whose call it bears; z-score; measured here: cytoplasmic GR-EGFP intensity; hits give high values
# Dynein cargo inh nuclear GR-EGFP = also measured in Dynein cargo inh; calls as there; z-score; measured here: nuclear GR-EGFP intensity;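 lower value marks the stronger effect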
# Dynein cargo inh cell count = further read-out of Dynein cargo inh, marked with its call; z-score; measured here: cell count per field
# b-catenin transl cell count 5 µM = further read-out of b-catenin transl, marked with its call; cell count; measured here: cell count, cytotoxicity flag
# T cell modulator vesicle-bound % = recorded beside T cell modulator, whose call it bears; double positive events, %; measured here: CD8+ vesicle-bound cell fraction;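 binding gate set so that unloaded-vesicle control wells show 10% double positive cells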
# MT stabilizer Hoechst-high % = second read-out of MT stabilizer, no call of its own (marks repeat the call); % Hoechst-high responders; measured here: nuclear condensation Hoechst responders;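 share of cells brighter than vehicle mean plus two SD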
# MT stabilizer cytotoxicity % = further read-out of MT stabilizer, marked with its call; toxicity, %; measured here: cytotoxicity by cell density;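 0% = mean cell density of plate MIN control wells and 100% = no cells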
# Autophagy mod cell loss 18 h = further read-out of Autophagy mod, marked with its call; toxicity, %; measured here: cell loss, nuclei count;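 cell loss after 18 h compound exposure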
# Starred values were filed as active, the others as inactive; i = inactive; . = not tested or not shown; & = joins results of further samples.
SMILES,WT yeast gro inh,WT yeast gro inh mutant strain,Autophagy mod,Autophagy mod cell loss 18 h,P. falciparum M1AAP,Yfh1-depleted yeast,M17LAP inhibition,b-catenin transl,b-catenin transl cell count 5 µM,Dynein cargo inh,Dynein cargo inh cytoplasmic EGFP,Dynein cargo inh nuclear GR-EGFP,Dynein cargo inh cell count,T cell modulator,T cell modulator vesicle-bound %,MT stabilizer,MT stabilizer Hoechst-high %,MT stabilizer cytotoxicity %
C/C(CCc1ccc2c(c1)OCO2)=N\NC(=O)c1ccc(C)cc1C,-14,-10,i,3,-1%,i,1%,1.0,1075,-0.81,-0.17,-0.34,0.46,i,68,3.0,2.1,7.6
CC(=O)Nc1ccc(/C=N/NC(=O)c2cc3ccccc3nc2C)cc1,-12,-16,i,-10,6%,i,-9%,.,.,-0.18,-0.33,-0.29,0.59,i,54,4.6,1.7,0.4
O=c1c(C(c2ccc(Cl)cc2)c2c(O)nc3n(c2=O)CCS3)c(O)nc2n1CCS2,.,.,.,.,12%,i,2%,-0.4,1299,-1.1,-0.18,-0.16,0.29,i,14,.,.,.
COc1ccccc1CC(=O)NCc1csc(-c2cccs2)n1,.,.,.,.,-2%,i,3%,0.9,1297,1.3,-0.25,0.38,-0.68,i,45,.,.,.
Cc1ccc(S(=O)(=O)/N=C(/Nc2c(C)n(C)n(-c3ccccc3)c2=O)c2ccc(Cl)cc2)cc1,4,-30,i,21,6%,i,-4%,0.8,1319,0.045,-0.2,-0.14,-0.82,i,50,3.8,1.8,1.0
O=C(NNC(=O)c1ccccc1Cl)c1cc2cc(OC(F)(F)F)ccc2[nH]1,.,.,.,.,9%,i,9%,0.5,1356,0.024,-0.25,-0.093,0.1,i,16,.,.,.
OC[C@@H]1CCCN1Cc1nc(-c2cccs2)no1,10,8,i,9,8%,i,-1%,2.3,897,-0.91,-0.29,-0.56,0.81,i,48,4.3,2.3,1.7
CCOC(=O)c1c(N)sc2c1C1CCN2CC1,-15,-7,i,3,4%,i,3%,0.3,1167,1.3,-0.073,0.73,-0.012,i,40,3.7,3.5,4.6
CN(C)c1cccc(C(=O)OCC(=O)Nc2ccccc2Sc2ccccc2)c1,3,-2,i,10,-3%,i,-6%,-1.7,1077,-0.031,-0.25,-0.24,0.056,i,13,2.0,3.7,8.0
COc1cccc(C2=NOC(C(=O)Nc3cccc(C(C)=O)c3)C2)c1 (stereo unspecified),20,-6,i,19,-6%,i,2%,-1.0,1471,0.23,-0.3,-0.00084,0.39,i,24,2.7,2.8,2.0
Cc1ccc(S(=O)(=O)N/N=C\c2ccc(C)o2)cc1,28,16,i,18,-3%,i,-27%,.,.,-0.25,-0.22,-0.44,0.011,i,54,1.9,1.1,8.0
O=C(COc1ccc(Br)cc1)N1CCN(c2ccccc2)CC1,13,20,i,-3,3%,i,0%,-2.5,1021,0.67,-0.18,0.38,-0.69,i,28,4.5,2.3,2.7
Cc1noc(C)c1COc1ccc(C(=O)Nc2ccccc2)cc1,-11,4,i,28,5%,i,19%,-0.2,1096,-0.36,-0.22,-0.03,-0.31,i,27,1.9,2.2,2.3
Cc1ccc(-c2cccc(OC(=O)c3ccccc3F)c2)cc1,-10,-11,i,23,-3%,.,-1%,.,.,-0.76,-0.22,-0.86,0.039,i,48,1.9,1.6,4.2
COc1ccc(N2C(=O)CCC(C(C)=O)=C2C)cc1,0,-27,i,-7,1%,i,5%,-4.8,1018,-0.39,1.1,0.28,-0.72,i,14,5.6,2.9,4.7
CCSc1ncc(/C=N/Nc2ccccc2)n1C,71*,60*,i,-8,5%,i,-3%,-1.2,1072,-0.84,-0.16,-0.66,1.2,i,55,0.8,1.3,9.9
Cc1cccc(C(=O)NC(=S)N2CCc3ccccc3C2)c1,52,43,i,-6,-1%,i,17%,-3.2,576,-0.016,-0.28,0.6,0.63,i,48,2.9,2.5,9.3
Cn1c(=O)c(=O)n(C)c2cc(S(=O)(=O)N3CCCCCC3)ccc21,-17,-17,i,2,5%,i,5%,-1.1,1441,0.59,-0.11,0.52,0.37,i,25,2.9,4.1,7.3
CCCCN1C(=O)C2C3C=CC(C2C1=O)C1C2C(=O)N(CCCC)C(=O)C2C31 (stereo unspecified),-7,3,i,2,-2%,i,-6%,3.7,861,0.068,-0.28,-0.18,0.52,i,47,2.9,3.1,6.7
N=C1/C(=C\c2ccc(SCc3ccccc3)o2)C(=O)N=C2SC=NN12,14,-5,i,16,8%,i,4%,-1.4,1102,0.43,-0.074,-0.099,1.1,i,56,4.6,1.6,4.8
Cc1ccc(CN2CCN(Cc3cccc(-n4cccn4)c3)CC2CCO)cc1 (stereo unspecified),7,6,i,-17,9%,i,13%,1.4,1020,-0.027,-0.31,0.2,0.35,i,39,4.7,2.4,4.6
CC1(C)CC(=O)C=C(NCc2ccc(C(=O)O)cc2)C1,.,.,.,.,1%,i,1%,-0.8,1314,2.1,-0.24,0.79,-0.89,i,41,.,.,.
Nc1c(Cl)ncnc1N/N=C/c1ccncc1,.,.,.,.,4%,i,11%,-0.7,1342,-0.007,-0.28,-0.3,0.36,i,38,.,.,.
Cc1cccc(/C=N/NC(=O)c2ccc(Br)cc2)c1,-7,-30,i,-5,10%,i,14%,-1.3,617,1.6,0.74,1.1,-1.9,i,54,3.6,2.0,6.0
CCN(CC)c1ccc(SS(=O)(=O)O)cc1,-19&13,-9&9,i,0&-3,-12%&4%,i,i,-1.3,843,0.27&-0.37,-0.14&-0.22,0.049&-0.1,-0.82&-0.9,i,12&58,3.6&1.4,1.8&0.6,4.5&0.7
C/C(=N\NC(=O)c1ccccc1[N+](=O)[O-])c1c(O)cc(C)oc1=O,-6,5,i,-1,8%,i,2%,-2.9,541,0.32,-0.28,0.29,0.26,i,4,2.2,2.7,9.0
O=C(O)CCCCCNCc1ccncc1,-25,14,i,20,-5%,i,-3%,-2.0,963,-0.91,-0.2,-0.23,0.28,.,.,5.8,2.8,1.6
COC(=O)c1c(NC(=S)Nc2ccc(F)cc2[N+](=O)[O-])sc2c1CCCCC2,-13,7,i,-3,11%,i,6%,3.3,952,-0.58,-0.27,-0.35,0.31,i,50,5.9,4.2,9.1
CSc1ccccc1C(=O)C1CCCN(Cc2c(C)n(C)n(-c3ccccc3)c2=O)C1 (stereo unspecified),1,-2,i,-16,3%,i,4%,-0.6,1016,0.13,-0.26,0.0052,0.14,i,47,3.5,1.6,5.2
COc1ccc(CCNC(=O)C2CCN(c3nn4c(=O)cc(C)nc4s3)CC2)cc1OC,-15,11,i,-2,5%,i,20%,-0.7,1071,-0.015,-0.17,0.19,-0.15,i,50,4.6,2.3,8.2
Cc1ccc(CNC(=O)c2nnc(Cc3ccc(Cl)cc3)o2)cc1,.,.,.,.,4%,i,5%,0.3,1290,0.042,-0.2,0.42,-0.13,i,39,.,.,.
Cc1ccc(/C=N/N2CCN(Cc3ccccc3)CC2)o1,-4,0,i,14,12%,i,4%,-0.3,1160,-0.24,-0.26,0.13,1.9,.,.,5.6,2.1,8.6
NC1=NC(=O)C(CC(=O)NCc2ccccc2)S1 (stereo unspecified),0,-12,i,-16,2%,i,5%,-1.7,1081,0.72,-0.21,0.27,0.66,i,42,0.6,1.2,6.6
N#C/C(=N\Nc1ccc(Cl)cc1)C(N)=S,.,.,.,.,2%,i,11%,-0.3,1359,-0.52,-0.25,0.36,0.22,i,20,.,.,.
CN1CCN(C(=O)CSc2nc(-c3ccco3)cc(C(F)(F)F)n2)CC1,-8,-4,i,0,8%,i,20%,-0.5,1108,0.004,-0.25,0.032,-0.023,i,62,5.2,2.9,5.3
COc1cc(C2NC(C(=O)O)CS2)ccc1OCc1ccccc1C#N (stereo unspecified),-30,-48,i,-5,5%,i,-1%,0.7,1004,-1,-0.22,-0.32,0.64,.,.,4.0,1.7,8.7

# Bioassay records from PubChem.
